# Bioassay records from PubChem.
# GLS inhibitor: inhibitors of human glutaminase (GLS); O94925; GLS enzymatic activity, qHTS titration; Potency, µM (titrated, usually from 45.5 µM), inactives show top-dose activity change, negative = inhibition, hits mostly inhibitors; 410,000 tested, 0.21% active; AID 624170; further: potency means the concentration at half of the fitted maximal effect; on the % scale 0 is the no-effect control and ±100 the full control effect
#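 hKGA in 45 mM KH2PO4 pH 8.2, 0.02% Tween-20 with pin-transferred compounds; 1 mM L-glutamine (stock) plus glutamate oxidase/HRP/Amplex Red coupling added. Fluorescence read initially and after 30 min at RT.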
# USP1-UAF1 inh: inhibitors of human USP1/UAF1 deubiquitinase | Potency, µM (series often up to 57.1 µM), inactives show top-dose activity change, negative = inhibition, actives largely listed as inhibitors | O94782 | AID 743255 | 390,000 tested, 0.23% active | recombinant USP1/UAF1, Ub-Rhodamine cleavage fluorescence; further: potency means the concentration at half of the fitted maximal effect; on the % scale 0 is the no-effect control and ±100 the full control effect; nearly all actives have a fitted effect of over 60% in size; inactives centre near -12
#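 1 nM enzyme complex + cpd, 15 min RT; start with Ub-Rho 150nM final; kinetic fluorescence ex 480/em 540, 6 reads q60 s. Buffer 50mM HEPES pH 7.8, 0.5mM EDTA, 0.1 mg/ml BSA, 1mM TCEP, 0.01% Tween-20.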
# Tb PGK inh: T. brucei PGK inhibition; Potency, µM (top dose mostly 57.5 µM), inactives show top-dose activity change, negative = inhibition, hits mostly inhibitors; PGK/GAPDH coupled, Kinase-Glo luminescence, 60 min; AID 602233; P07378; 380,000 tested, 0.043% active; further: potency means the concentration at half of the fitted maximal effect; on the % scale 0 is the no-effect control and ±100 the full control effect; nearly all actives have a fitted effect of over 60% in size
#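 Recombinant glycosomal PGK reaction used 1,3-bisphosphoglycerate generated in-well by GAPDH (100nM final) in 100mM TEA pH 7.6, 5mM MgCl2, 0.01% Tween-20. After 60 minutes at room temperature, ATP was read by Kinase-Glo Plus luminescence end-point.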
# PI4K2A block: inhibitors of human PI4K2A | purified PI4K2A, ADP-Glo luminescence, 1 h; hits give low values | AID 1346378 | activity change, negative = inhibition, % at 76.9 µM | 420,000 tested, 0.13% active; in the data active means activity change below about -50%; inconclusive means mostly about -30% to -49%;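 further: -100% = wells without enzyme as full effect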
#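 In this quantitative HTS, ADP production by PI4K2A was quantified luminescently after 1 h at ambient temperature; 100 microM adenosine served as plate-quality control.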
# mIDH1 inhibitor: inhibitors of human mutant IDH1 R132H; O75874; IDH1-R132H enzyme, NADPH consumption, diaphorase/resazurin fluorescence; AID 602179; Potency, µM (series often up to 76.6 µM), inactives show top-dose activity change, negative = inhibition, actives largely listed as inhibitors; 390,000 tested, 0.093% active; further: potency means the concentration at half of the fitted maximal effect; on the % scale 0 is the no-effect control and ±100 the full control effect; nearly all actives have a fitted effect of over 65% in size
# Target sequence (O75874 whole entry R132H, stated change not applied): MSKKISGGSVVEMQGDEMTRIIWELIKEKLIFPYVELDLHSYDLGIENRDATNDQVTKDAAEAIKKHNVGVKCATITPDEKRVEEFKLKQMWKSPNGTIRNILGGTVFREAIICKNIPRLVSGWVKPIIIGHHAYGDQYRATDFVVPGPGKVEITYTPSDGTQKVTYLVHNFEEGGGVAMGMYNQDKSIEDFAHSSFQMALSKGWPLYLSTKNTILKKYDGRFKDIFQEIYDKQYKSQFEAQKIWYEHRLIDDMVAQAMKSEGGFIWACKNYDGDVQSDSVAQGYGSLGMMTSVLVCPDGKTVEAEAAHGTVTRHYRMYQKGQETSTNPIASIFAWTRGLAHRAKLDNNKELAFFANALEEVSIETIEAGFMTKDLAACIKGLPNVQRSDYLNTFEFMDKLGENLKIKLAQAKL
#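 IDH1-R132H (0.5 ug/mL) preincubated 30 min with compound, then NADPH (0.016 mM) and alpha-KG (2 mM) added; 80 min at RT, pH 7.5. Remaining NADPH coupled via diaphorase/resazurin to fluorescence (540/590 nm); concentration-response curves normalized to no-enzyme control.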
# TrxR1 inh: inhibitors of rat thioredoxin reductase 1; recombinant rTrxR1, NADPH fluorescence consumption, selenite substrate; Potency, µM (titrated, usually from 114 µM), for inactives: at the highest dose activity change, negative = inhibition, hits mostly inhibitors; 390,000 tested, 1% active; further: potency means the concentration at half of the fitted maximal effect; on the % scale 0 is the no-effect control and ±100 the full control effect; nearly all actives have a fitted effect of over 65% in size
# Target sequence (O89049 whole entry, looked up): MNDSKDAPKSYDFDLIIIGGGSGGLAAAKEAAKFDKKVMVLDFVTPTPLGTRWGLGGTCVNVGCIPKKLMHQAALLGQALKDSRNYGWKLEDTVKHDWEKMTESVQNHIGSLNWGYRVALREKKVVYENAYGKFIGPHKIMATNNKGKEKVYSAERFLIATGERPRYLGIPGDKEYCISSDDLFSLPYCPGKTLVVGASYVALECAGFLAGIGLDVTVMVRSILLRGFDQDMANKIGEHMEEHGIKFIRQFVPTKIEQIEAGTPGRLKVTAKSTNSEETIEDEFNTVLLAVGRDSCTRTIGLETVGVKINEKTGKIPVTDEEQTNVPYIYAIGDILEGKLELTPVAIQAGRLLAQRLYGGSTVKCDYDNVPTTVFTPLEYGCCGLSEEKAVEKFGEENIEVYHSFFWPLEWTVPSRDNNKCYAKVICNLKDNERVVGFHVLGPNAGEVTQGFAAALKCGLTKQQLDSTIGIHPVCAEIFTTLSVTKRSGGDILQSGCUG
#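 Rat TrxR1 (90 nM in the dispensed reagent) was pre-reduced with 400 uM NADPH for 5 min at room temperature, then incubated with compound for 15 min. After 400 uM selenite was added, NADPH fluorescence (Ex 340/Em 450 nm) was followed for 8 min.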
# TrxR1 substrate: rat thioredoxin reductase 1 substrate activity. purified TrxR1 substrate turnover, NADPH consumption readout. Potency, µM (titrated, usually from 114 µM), for the others: at the highest dose activity change, negative = substrate turnover. 390,000 tested, 0.01% active; further: potency means the concentration at half of the fitted maximal effect; on the % scale 0 is the no-effect control and ±100 the full control effect; nearly all actives have a fitted effect of over 50% in size
#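 Rat TrxR1, dispensed at 90 nM, was prereduced with 400 uM NADPH (final) for 5 min at ~22 deg C, then incubated with compound 15 min before 400 uM selenite. A first-read NADPH fluorescence drop versus no-compound background flagged substrates.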
# HP1b binding inh: HP1-beta chromodomain-methylated histone interaction inhibition | P83916 | Potency, µM (highest dose often 114 µM), without a hit: top-dose activity change, negative = inhibition, hits mostly inhibitors | AlphaScreen HP1-beta / biotin-H3K9me3 peptide binding | 390,000 tested, 0.56% active; further: potency means the concentration at half of the fitted maximal effect; nearly all actives have a fitted effect of over 70% in size; inactives centre near 23
#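 Compound inhibition of the preformed complex between 50 nM HP1-beta and 50 nM biotinylated H3K9me3 peptide was read by AlphaScreen. Buffer was PBS pH 7.4 with 0.01% Tween-20. Incubations ran 30 min at room temperature, with 10 ug/mL donor/acceptor beads.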
# Pin1 inh: blocks the human prolyl isomerase Pin1; 390,000 tested, 0.009% active; AID 504891; Potency, µM (top dose mostly 115 µM), for inactives: at the top dose activity, negative = inhibition, usual class: inhibitors; Pin1 FP peptide displacement, HiFluor488, 10 min; Q13526; active means well fitted inhibition curve with a large enough effect in the polarisation, with a control signal flat, not every such curve was filed as active; inconclusive means small, poorly fitted or top-dose-only effect, or effect the other way, or a change in a side signal; inactive means no such curve, though single readings can be large or run the other way; the % refers to the polarisation; further: potency means the concentration at half of the fitted maximal effect; on the % scale 0 is the no-effect control and ±100 the full control effect
# * = called active by the depositor; i = inactive; ? = inconclusive; / = not tested or not shown; [ ] = remark or other dose. Unless noted, the call rests on the fitted dose curve; in most records, active means well fitted curve in the direction sought with a large enough effect; inconclusive means small, poorly fitted or top-dose-only effect, or another doubt; inactive means no such curve, though single readings can be large; an effect the other way counts as inactive or inconclusive. These rows are one share of the data, so the mix of outcomes need not match the whole.
SMILES,GLS inhibitor,USP1-UAF1 inh,Tb PGK inh,PI4K2A block,mIDH1 inhibitor,TrxR1 inh,TrxR1 substrate,HP1b binding inh,Pin1 inh
Cc1cc(C)nc(/N=C2\NC(=O)CC(C(=O)O)N2CCc2c[nH]c3ccccc23)n1 (configuration not stated),5%,-24%,-10%,1,10%,-10%[57.1 µM],-5%[57.1 µM],30%,-4%
COc1ccc(COc2cc(-c3cccc(OC)c3)nc3ccc(NC(=O)c4ccc(N(C)C)cc4)cc23)cc1,-3%,-10%,5%,-2,-13%,19%,22%,8%,23%
CCCNC(=O)c1ccccc1NC(=O)c1ccccc1SC,7%,-11%,-9%,-4,5%,13%,-9%,23%,-4%
CCOc1ccc(CCNC(=O)COC(=O)Cn2nc(C)c([N+](=O)[O-])c2C)cc1OCC,8%,-17%,-1%,-1,2%,12%,-2%,22%,-17%
COc1ccc(-c2csc(NC(=O)c3ccc(N4C(=O)CCC4=O)cc3)n2)cc1,-6%,-24%,i,-3,6%,21%,13%,42%[activator],0%
O=C(CSc1nc2ccccc2n1S(=O)(=O)c1ccccc1)N1CCCC1,4%,-19%,2%,0,2%,17%,7%,25%,0%
O=C1COc2cc(S(=O)(=O)CCC(=O)N3CCN(c4ccccc4F)CC3)c(Cl)cc2N1,-7%,-12%,-1%,-3,-13%,12%,0%,12%,0%
CCOC(=O)c1ccc(NC(=O)Oc2cc(C)c(Cl)cc2C(C)C)cc1,8%,-10%,-7%,1,7%,3%[2.29 µM],0%[57.1 µM],36%,?
CS(=O)(=O)N(CC(=O)Nc1cccc([N+](=O)[O-])c1)c1ccccc1F,-1%,-20%,-2%,4,-6%,21%,5%,23%,1%
Cc1cccc(CC(C)NC(=O)c2cc(COc3ccc(F)cc3F)on2)n1 (configuration not stated),0%,-18%,i,5,-10%,-2%,-10%,34%,-4%
CCc1cc(=O)oc2cc(C)cc(OCC(=O)NCc3ccccn3)c12,-1%,-27%,12%,-5,-1%,?,102%[activator],44%[activator],0%
CN(CC(=O)Nc1ccccc1C(=O)NC1CC1)Cc1ccccc1F,-4%,-17%,3%,0,2%,22%,8%,32%,-11%

# Shown with two lines to a compound: 7 of the compounds above.
# Results follow in this order: GLS inhibitor, USP1-UAF1 inh, Tb PGK inh, PI4K2A block, mIDH1 inhibitor, TrxR1 inh, TrxR1 substrate, HP1b binding inh, Pin1 inh
- COc1ccc(COc2cc(-c3cccc(OC)c3)nc3ccc(NC(=O)c4ccc(N(C)C)cc4)cc23)cc1
    -3%, -10%, 5%, -2, -13%, 19%, 22%, 8%, 23%
- CCCNC(=O)c1ccccc1NC(=O)c1ccccc1SC
    7%, -11%, -9%, -4, 5%, 13%, -9%, 23%, -4%
- CCOc1ccc(CCNC(=O)COC(=O)Cn2nc(C)c([N+](=O)[O-])c2C)cc1OCC
    8%, -17%, -1%, -1, 2%, 12%, -2%, 22%, -17%
- COc1ccc(-c2csc(NC(=O)c3ccc(N4C(=O)CCC4=O)cc3)n2)cc1
    -6%, -24%, i, -3, 6%, 21%, 13%, 42%[activator], 0%
- O=C(CSc1nc2ccccc2n1S(=O)(=O)c1ccccc1)N1CCCC1
    4%, -19%, 2%, 0, 2%, 17%, 7%, 25%, 0%
- O=C1COc2cc(S(=O)(=O)CCC(=O)N3CCN(c4ccccc4F)CC3)c(Cl)cc2N1
    -7%, -12%, -1%, -3, -13%, 12%, 0%, 12%, 0%
- CCOC(=O)c1ccc(NC(=O)Oc2cc(C)c(Cl)cc2C(C)C)cc1
    8%, -10%, -7%, 1, 7%, 3%[2.29 µM], 0%[57.1 µM], 36%, ?

# (list continues)
SMILES,GLS inhibitor,USP1-UAF1 inh,Tb PGK inh,PI4K2A block,mIDH1 inhibitor,TrxR1 inh,TrxR1 substrate,HP1b binding inh,Pin1 inh
Cc1ccc(C(=O)OCC(=O)c2ccc(Cl)s2)s1,-3%,-24%,-5%,-10,1%,-12%,-10%,142%[activator],1%
CCCS(=O)(=O)N1CCN=C1SCc1cccc(F)c1,-1%,-8%,i,0,-1%,22%,-3%,30%,1%
Cc1onc(-c2ccccc2)c1NC(=O)Nc1ccc(OC(F)F)cc1,0%,-8%,-2%,-9,2%,7%,-1%,36%,2%
CCOc1ccc(NC(=O)CC(C)S(=O)(=O)c2ccc3c(c2)NC(=O)CO3)cc1 (configuration not stated),1%,-6%,i,-2,11%,17%,0%,33%,5%
CCOc1ccc(-c2nnc3ccc(SCC(=O)Nc4cc(C)on4)nn23)cc1,15%,-8%,-1%,15,11%,13%,-3%,32%,-2%
O=C(CCCCCCC(=O)c1ccccc1)c1ccccc1,0%,1%,5%,3,-2%,14%,0%,52%[activator],2%
COc1ccc(OC)c(NC(=O)c2ccc3c(c2)CCN3S(C)(=O)=O)c1,2%,-6%,-9%,-10,1%,33%,1%,16%,1%
CC(C)OCCCNC(=O)Cc1ccc(Br)cc1,-13%,-21%,i,2,0%,9%,4%,57%[activator],3%
Cc1ccc(CCN2C(=O)CCC2(C)C(=O)NCc2cccnc2)cc1 (configuration not stated),0%,-5%,i,3,4%,12%[57.1 µM],5%[57.1 µM],10%,0%
COc1ccccc1-c1cc(-c2ccc(O)cc2)nc(N)c1C#N,28%,-20%,-5%,0,-2%,12%,51%[activator],64%[activator],7%
Cn1ncc2c(N3CCOCC3)ncnc21,0%,32%[activator],-1%,-7,9%,46%,18%,-4%,2%
COc1cc2c(c(OC)c1OC)C(c1ccc(O)cc1)CC(=O)O2 (configuration not stated),15%,?,-2%,4,-4%,6%,-2%,27%,-1%
COc1ccc(C(=O)C(C)N(C(=O)c2ccc(Cl)cc2Cl)N2C(=O)C3C4C=CC(C4)C3C2=O)cc1 (configuration not stated),-4%,-22%,-9%,-2,5%,15%,-5%,25%,3%
COc1ccc(C#Cc2c(C=O)n(C)c3ccccc23)cc1,2%,-8%,-3%,-4,3%,-2%,6%,/,15%
CCOc1ccccc1CNC(=O)CCCn1c(=O)c2cccn2c2cccnc21,-9%,10%,-2%,-4,-3%,-17%,1%,25%,3%
COc1ccc(N(Cc2cc3ccc(C)cc3[nH]c2=O)C(C)=O)cc1,11%,-4%,-1%,3,0%,0%,-5%[57.1 µM],26%,8%
CCOC(=O)C1=C(O)C(=O)NC(c2ccccc2)=C(OC2CCCCC2)C1,-3%,-9%,i,8,2%,-17%,-7%,26%,-6%
Cn1c(SCc2nc3ccccc3[nH]2)nnc1-c1cnccn1,7%,-2%,9%,6,5%,0%,-5%,15%,?
S=C(Nc1cccnc1)NC1CCCCCCC1,-18%,-16%,3%,-1,4%,-10%[57.1 µM],-3%[57.1 µM],30%,7%
Nc1ccccc1C(=O)C[C@H](N)C(=O)O,-2%,-17%,-10%,0,-8%,10%,1%,2%,-3%
Cc1ccc(O)c(-c2cc(C(F)(F)C(F)F)nc(-c3ccccc3)n2)c1,-1%,-6%,-8%,2,6%,25%[57.1 µM],9%[57.1 µM],28%,9%
CCOc1cc2[nH]c(=O)n(Cc3ccccc3)c(=O)c2cc1OCC,/,-5%,-4%,0,-1%,14%,2%,18%,-4%
Cc1ccc(S(=O)(=O)NCc2ccc(C(=O)N3CCN(c4ccccc4)CC3)cc2)cc1,18%,-18%,3%,-23,9%,18%,1%,10%,-1%
CCN(CC)S(=O)(=O)c1ccc(NC2CCN(Cc3ccccc3)CC2)nc1,-12%,-18%,-4%,5,0%,-11%,-1%,14%,-1%
Cc1ccc(NC(=O)C(C)N2CCN(C)CC2)cc1S(=O)(=O)N1CCOCC1 (configuration not stated),-5%,-6%,-3%,4,-8%,8%,-4%,33%,0%
COc1cc(CN2CCC(Cc3ccccc3)CC2)cc(OC)c1OC,0%,-8%,-1%,2,4%,16%,1%,?,0%
Cc1ccc(S(=O)(=O)N2CCN(C(=O)c3cc4c(s3)CCCC4)CC2)c(C)c1,-14%,-21%,i,5,4%,29%,1%,38%,0%
O=C(Nc1cccc(Cl)c1)Nc1nnc(-c2ccncc2)s1,6%,-28%,-11%,-5,-2%,-14%[11.4 µM],17%[57.1 µM],20%,?
COc1cc(OC)cc(C(=O)Nc2cccc(NC(=O)c3cccs3)c2)c1,-3%,-23%,5%,-2,-10%,/,/,/,/
